# H9c2 protect: myocardial damage modulation in H9c2 cells; AID 588492; 0.63% of 360,000 active; protection from H2O2 cell death, % at 20 µM; H9c2 cardiomyocytes, H2O2 injury protection, ATPLite, 2 h;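 active = compounds giving at least 50% protection of heart cells from peroxide-induced death in the single-dose screen, raw or plate-pattern-corrected value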;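 also: 0% = DMSO wells with peroxide and 100% = DMSO wells without peroxide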
# HTR2A ag: agonists of mouse serotonin 5-HT2A receptor (HTR2A). P35363. CHO-K1 mHTR2A beta-arrestin complementation, luminescence; percent of 30 µM serotonin response. activation, % at 7.6 µM. 0.66% of 360,000 active. AID 624169;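 active = activation above a run cutoff, the mean activation of all tested compounds plus 3 SD, cut at about 14% in these data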;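 also: 0% = plate median of compound wells and 100% = 30 µM serotonin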
# N-glyco inh: blocks N-linked glycosylation in D54 reporter cells. D54 ERlucT glycosylation luciferase reporter, 24 h; percent of 100 nM tunicamycin response. reporter increase, % at 12.5 µM. 0.23% of 360,000 active. AID 588692;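 active = mean luciferase reporter signal, scaled so untreated is 0 and the glycosylation-blocking control 100, at or above a set limit in every replicate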;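 also: luciferase carries N-glycosylation sites so blocking glycosylation raises the light; 0% = median of neutral control wells and 100% = median of 100 nM tunicamycin wells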
# CaV13 ICDI inh: Primary screen for inhibitors of IQ motif and Ca2+-dependent inactivation inhibitor domain binding in CACNA1D, Förster resonance energy transfer in living cells, …; HEK cells, CFP/YFP FRET ICDI-IQ, plate reader, 10 min; percent FRET-ratio fall versus neutral wells; inhibition, % at 12.3 µM; 0.098% of 340,000 active; AID 743397;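 active = mean replicate inhibition of at least 30% and at least 1% of replicates passing that level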;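 also: 0% = median of the neutral control wells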
# PDI turbidity: inhibitors of human protein disulfide isomerase; inhibition, % at 10 µM; P07237; 0.052% of 350,000 active; PDI insulin aggregation turbidity, A650, 90 min;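 active = mean inhibition across replicates of 30% or more, whatever share of single replicates reach that level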;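 also: absorbance from insulin aggregation driven by PDI reduction with DTT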
# Target sequence (P07237 whole entry, looked up): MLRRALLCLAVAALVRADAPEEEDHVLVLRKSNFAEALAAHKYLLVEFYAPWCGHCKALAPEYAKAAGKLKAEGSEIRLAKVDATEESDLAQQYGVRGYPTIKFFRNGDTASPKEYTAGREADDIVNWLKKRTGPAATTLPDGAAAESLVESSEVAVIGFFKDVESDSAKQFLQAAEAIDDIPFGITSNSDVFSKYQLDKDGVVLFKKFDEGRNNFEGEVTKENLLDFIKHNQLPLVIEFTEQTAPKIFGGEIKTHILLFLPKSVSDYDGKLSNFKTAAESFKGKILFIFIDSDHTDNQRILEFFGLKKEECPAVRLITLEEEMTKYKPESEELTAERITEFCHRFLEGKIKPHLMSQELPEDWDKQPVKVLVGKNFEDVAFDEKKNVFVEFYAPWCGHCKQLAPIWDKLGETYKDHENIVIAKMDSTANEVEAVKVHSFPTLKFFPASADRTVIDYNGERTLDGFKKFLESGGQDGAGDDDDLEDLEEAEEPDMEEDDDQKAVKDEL
# ABCB6 inh 2: blocks the human ABCB6 transporter | Q9NP58 | K562-ABCB6 porphyrin accumulation, flow cytometry, 1 h; hits give low values | fluorescence ratio to DMSO, % at 10 µM | 0.19% of 360,000 active | AID 602162;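 active = fluorescence ratio to DMSO below 75%, the collection mean minus 3 SD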;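 also: signal is porphyrin accumulated inside mitochondria; 100% equals median channel fluorescence of DMSO control wells; lower ratio means ABCB6 inhibition with less porphyrin fluorescence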
# ABHD5-PLIN5 inh: ABHD5-PLIN5 protein interaction inhibition | Q00G26+Q8WTS1 | Split G. princeps luciferase complementation, luminescence, 4 h | inhibition, % at 4 µM | 0.78% of 360,000 active | AID 602281;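 active = inhibition above the mean inhibition across every tested compound plus 3 SD, cut at about 22% in these data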;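 also: 0% = DMSO only wells and the 100% control is not disclosed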
# Granule exo inh: blocks lytic granule exocytosis | TALL-104 LAMP-1 surface exposure, flow cytometry; cells stimulated with thapsigargin and PMA | inhibition, % at 10 µM | 0.66% of 360,000 active | AID 651702;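 active = inhibition above about 55%, limit read from the data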
# MC4R antagonist: human MC4R antagonism in cAMP assay. AID 540295. MC4R-expressing cells, MTII-stimulated cAMP, LANCE TR-FRET. P32245. 0.48% of 360,000 active. inhibition, % at 6.5 µM;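 active = inhibition above its plate's cutoff, the mean of tested wells on that plate plus 3 SD, cut at about 29% in these data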;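 also: 0% = Melanotan II alone and 100% = Melanotan II plus saturating MCL0020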
# Target sequence (P32245 whole entry, looked up): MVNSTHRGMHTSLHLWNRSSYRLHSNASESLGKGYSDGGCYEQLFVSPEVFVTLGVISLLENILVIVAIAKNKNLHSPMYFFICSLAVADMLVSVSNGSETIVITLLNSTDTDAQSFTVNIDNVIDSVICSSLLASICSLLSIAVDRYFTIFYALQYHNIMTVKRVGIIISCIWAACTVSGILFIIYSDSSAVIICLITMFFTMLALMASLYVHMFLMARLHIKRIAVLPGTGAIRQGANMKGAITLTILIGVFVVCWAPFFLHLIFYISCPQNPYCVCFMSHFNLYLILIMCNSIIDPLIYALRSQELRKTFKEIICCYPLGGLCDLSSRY
#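 Assay system: U2OS-MC4R stable cell line; Also added: Melanotan II; Technique: Eu-cAMP/anti-cAMP TR-FRET, emission 671 nm; Times: 30-min compound, 1-h challenge, 1-h detection, room temperature.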
# MC4R ag barr: activates human MC4R beta-arrestin recruitment; 0.98% of 360,000 active; U2OS MC4R beta-arrestin complementation, luminescence; percent of melanotan II response, DMSO zero; P32245; activation, % at 8.9 µM; AID 540308;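 active = activation above a per-plate cutoff, the mean activation of sample wells on that plate plus 3 SD, cut at about 8% in these data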
# Active calls of the source: *; . = no result given.
Molecule	MC4R ag barr	ABCB6 inh 2	HTR2A ag	Granule exo inh	H9c2 protect	N-glyco inh	PDI turbidity	CaV13 ICDI inh	MC4R antagonist	ABHD5-PLIN5 inh
O=[N+]([O-])c1ccc(-c2nnc3cccc(Cl)n23)cc1	-1.5	92.0	-2.2	5.8	2.1	0.4	-0.5	-6.0	4.4	-6.7
CCN1CCN(CCC(=O)Nc2cccc(OC)c2)CC1	-1.0	99.0	1.2	-2.2	1.5	0.1	10.3	-4.8	1.1	7.3
O=C(OCc1cn([C@@H]2CN(CC3CCCCC3)[C@@H](c3ccccc3)C[C@H]2O)nn1)c1ccccc1	-0.9	96.0	6.5	9.2	-8.4	-2.3	-10.7	-5.8	8.3	-6.8
C[C@H](CO)N1C[C@H](C)[C@@H](CN(C)Cc2cccc(C(F)(F)F)c2)OCc2cnnn2CCCC1=O	-0.5	101.0	5.6	4.2	-1.9	2.5	1.2	-7.0	15.4	4.7
Cc1ccc(-n2c(SCC(=O)Nc3cc(C)on3)nc3c([nH]c4ccccc43)c2=O)cc1	1.5	101.0	-2.0	-0.2	-16.4	-0.3	1.5	-5.6	15.3	2.4
CC(C)(C)OC(=O)N[C@@H](Cc1ccccc1)C(=O)N[C@@H](CO)[C@H](O)[C@@H]1C[C@@H]1C(=O)NC1CC1	-0.7	98.0	-8.8	-2.5	-6.2	0.2	-1.9	-5.1	3.3	-7.1
Cc1ccc(NC(=O)C2CCCN(S(=O)(=O)c3cccc4cccnc34)C2)cc1 (stereo unspecified)	-4.1	101.0	0.4	2.6	-7.7	7.2	-2.0	-2.8	9.8	-1.9
CCOc1ccc(Oc2ccc(Cl)cc2N)cc1	-0.8	100.0	-2.7	1.8	-15.7	-6.7	2.0	-5.7	6.4	-6.8
CCOC(=O)N/N=C\c1ccc(OC(=O)c2ccc3c(c2)OCO3)cc1	-1.8	103.0	1.0	-2.5	8.8	1.3	1.6	-7.1	7.8	4.2
Cc1ccc(Nc2nnc(SC/C(O)=C(\C#N)c3nc4ccccc4[nH]3)s2)c(C)c1	-2.9	104.0	4.8	-0.3	10.3	0.7	6.7	-11.6	16.1	-5.6
COc1ccc(CNC(=O)Cc2cn(C)c3ccccc23)c(OC)c1	-0.8	93.0	-3.6	-16.8	14.8	0.0	4.8	-13.0	15.0	2.6
Cc1nnc(NC(=O)C2CCN(S(=O)(=O)c3ccc(Cl)cc3)CC2)s1	-0.2	92.0	2.8	-2.6	0.6	4.0	-6.7	-1.9	2.5	6.7
COc1cc(C(C)=O)ccc1OCC(O)CN1CCN(c2ccc(F)cc2)CC1 (stereo unspecified)	-1.7	100.0	-4.6	-3.8	-0.5	1.8	-1.8	-5.6	16.1	-5.1
Cn1c(=O)oc2cc(S(=O)(=O)N3CCC(C(=O)Nc4ccc(OC(F)(F)F)cc4)CC3)ccc21	-1.2	96.0	1.7	1.4	-3.0	-4.3	-2.3	-6.0	-1.4	4.1
COCCCNC(=O)c1oc2ccc(S(=O)(=O)N(C)C3CCCCC3)cc2c1C	-1.3	100.0	-3.0	-0.5	2.5	-1.4	2.8	-4.2	3.9	-9.7
O=C(O)CNC(=O)c1ccc(Sc2ccccc2)c([N+](=O)[O-])c1	0.7	97.0	3.8	3.1	-5.2	-0.2	-5.6	-3.0	-6.5	2.2
COc1ccc(NC(=O)COc2ccc(C)nc2[N+](=O)[O-])cc1S(N)(=O)=O	1.3	98.0	2.9	-2.6	4.4	-1.1	3.6	-5.2	-6.8	-9.6
Cc1cccc(CN2CCc3c([nH]c4ccccc34)C2C(C)(C)C)n1 (stereo unspecified)	-0.4	102.0	-3.6	6.0	0.4	-0.5	0.4	-5.8	1.0	1.1
COc1ccccc1CC(=O)N1CCN(c2ccccn2)CC1	0.5	99.0	1.8	-2.1	-24.1	-1.6	2.7	-5.1	-10.1	1.4
O=C(/C=C/c1ccccc1)NCc1ccc2c(c1)OCO2	-1.3	100.0	-1.7	-8.9	-5.2	-0.8	-1.0	-4.4	-4.5	-1.0
COc1ccc(-n2nc3c(c2NC(=O)c2ccccc2S(=O)(=O)C(F)F)CS(=O)(=O)C3)cc1	-4.1	98.0	6.7	-1.9	8.0	0.6	-3.8	-5.8	10.7	3.6
Cc1cccc(N2C(=O)c3cccc4c(N(C)CCO)ccc(c34)C2=O)c1	-0.7	109.0	10.9	2.8	26.2	4.1	-2.4	.	15.8	6.3
CCCCc1c(C)[nH]c(=S)[nH]c1=O	-0.6	95.0	7.1	3.9	-5.6	0.8	-2.5	-18.6	4.4	-1.7
Cc1cc(Nc2ccccc2)n(-c2cccc(Cl)c2)n1	-0.3	99.0	1.7	-0.8	-2.7	3.4	-6.4	-4.0	-3.1	-1.8
CCC(=O)Nn1c(C)nnc1C	-0.9	92.0	3.0	-1.5	0.0	-0.3	1.6	.	4.5	9.5

# Entries from the list above with a CF3 group, in the order listed:
Molecule	MC4R ag barr	ABCB6 inh 2	HTR2A ag	Granule exo inh	H9c2 protect	N-glyco inh	PDI turbidity	CaV13 ICDI inh	MC4R antagonist	ABHD5-PLIN5 inh
C[C@H](CO)N1C[C@H](C)[C@@H](CN(C)Cc2cccc(C(F)(F)F)c2)OCc2cnnn2CCCC1=O	-0.5	101.0	5.6	4.2	-1.9	2.5	1.2	-7.0	15.4	4.7
Cn1c(=O)oc2cc(S(=O)(=O)N3CCC(C(=O)Nc4ccc(OC(F)(F)F)cc4)CC3)ccc21	-1.2	96.0	1.7	1.4	-3.0	-4.3	-2.3	-6.0	-1.4	4.1

# The listing continues:
Molecule	MC4R ag barr	ABCB6 inh 2	HTR2A ag	Granule exo inh	H9c2 protect	N-glyco inh	PDI turbidity	CaV13 ICDI inh	MC4R antagonist	ABHD5-PLIN5 inh
COc1ccc(C(=O)NCc2ccc(N3CCN(C)CC3)cc2)cc1	-1.8	93.0	-2.0	2.9	1.4	-1.9	0.6	-4.5	9.7	-1.7
CNC(=O)C(NC(=O)c1ccccc1)=C(C)C	-0.3	94.0	5.3	-1.8	1.5	-0.9	-12.8	-4.2	1.0	2.9
Cc1cc2nc(-c3ccc(SCC(=O)Nc4nccs4)nc3)[nH]c2cc1C	2.4	87.0	0.8	32.2	-7.0	5.4	3.8	-9.4	10.5	-5.2
NC(=O)c1cccc(-c2ccnc3c2CC(C(=O)NCc2ccc(F)c(F)c2)O3)c1 (stereo unspecified)	-1.0	97.0	0.9	-6.1	40.7	14.6	1.7	-5.6	-15.2	-2.8
CSc1nc2ccc(NC(=O)c3cccs3)cc2s1	2.3	99.0	0.8	7.5	-12.1	1.5	2.7	-6.2	10.7	4.6
CC(C)(C)C(=O)COC(=O)c1ccc(O)cc1	-1.3	111.0	-1.7	-1.1	-4.8	0.3	22.9	-3.4	8.6	2.8
COc1cccc(Cn2c(Oc3ccccc3)nc3c2c(=O)n(C)c(=O)n3C)c1	-1.5	97.0	1.0	-1.2	-0.1	-4.5	1.5	-5.6	-6.2	3.6
C=C1CSc2nc3ccccc3c(=O)n21	-0.3	94.0	-2.3	2.3	7.5	1.9	-1.9	-6.5	-1.3	-1.5
CC(C)=CCC1=C(OCC(=O)O)C(=O)c2ccccc2C1=O	-1.3	101.0	-1.7	14.4	-14.4	4.5	-5.0	-19.7	-6.0	-24.1
Cc1cc2c(N=NC(=O)C3CC3c3ccccc3)c(O)[nH]c2cc1Br (stereo unspecified)	4.3	96.0	4.0	-0.4	27.7	2.5	-2.5	-4.0	0.8	5.7
CCOC(=O)c1[nH]c2ccc(F)cc2c1NC(=O)c1ccccc1C(=O)O	-0.7	95.0	7.6	-0.9	1.7	-2.7	4.1	-2.4	-4.2	4.8
O=[N+]([O-])c1ccc(C(=S)N2CCCC2)cc1	-2.4	93.0	5.4	-0.5	-1.9	2.7	3.6	7.7	1.6	-7.3
C(=C\c1ccccc1)/CNn1cnnc1	-3.9	100.0	-1.1	-3.3	3.5	-0.2	9.9	-17.1	5.1	-3.0
Cc1ccc2c(c1)C(=O)C(=O)N2CC(=O)Nc1ccccc1NC(=O)c1ccccn1	-2.7	98.0	-2.0	15.2	-4.0	14.6	-2.1	-15.0	-18.3	2.2
COc1ccc(C(O)c2nc(-c3cccc(NC(C)=O)c3)cs2)cc1 (stereo unspecified)	-1.2	100.0	5.2	-1.7	3.1	1.4	8.3	-7.5	2.3	6.6
CCCN1C2=NCCN2c2ccccc21	-0.6	98.0	0.0	-2.5	3.6	2.0	-1.3	-0.3	-3.5	-6.8
CC1CCC(NC(=O)C2CCN(S(=O)(=O)c3ccc4nc5c(c(C(=O)O)c4c3)CC(C)CC5)CC2)CC1 (stereo unspecified)	-1.5	98.0	-0.5	5.2	-4.3	1.1	7.6	-0.9	26.4	0.2
COc1ccc(C)cc1N(C(=O)CNC(=O)c1ccco1)C(C(=O)NC1CCCC1)c1cccnc1 (stereo unspecified)	-0.3	88.0	-0.5	-2.3	5.7	1.7	-1.2	-3.9	-2.0	-6.2
CC1(C)CC(N2CCCC2)=CC(=[N+]2CCCCC2)C1	-2.6	93.0	-1.4	-0.8	-20.5	1.8	-18.5	1.1	4.9	4.1
CCN(CC(=O)NCc1cccs1)C(=O)COc1cccc(C(F)(F)F)c1	-2.1	92.0	-2.6	-2.8	6.7	-0.3	14.9	-2.1	-3.2	3.8
CCCCNC(=O)CN(CCc1ccccc1)S(C)(=O)=O	-1.4	99.0	-0.1	3.3	1.1	1.5	-2.3	-8.0	1.5	2.1
CCC(c1nnnn1Cc1ccco1)N(CCc1ccccc1)Cc1cc2ccc(OC)cc2[nH]c1=O (stereo unspecified)	1.2	111.0	7.4	-4.4	27.5	-4.1	-0.9	.	15.0	9.9
C/C=C/c1ccc(OCCn2nnc3ccccc32)c(OC)c1	-0.6	95.0	-2.4	-0.3	-11.7	1.7	-6.9	-3.3	14.5	6.3
Cc1ccc(C(=O)N2CCOCC2)cc1S(=O)(=O)N1CCCC1	-2.6	98.0	1.7	1.3	1.0	3.0	13.1	-5.9	4.6	-3.0
O=S(=O)(c1cc(Cl)ccc1Br)N1CCOCC1	-0.2	98.0	2.2	-0.9	-0.1	1.8	-1.9	.	-13.8	0.9

Molecule	MC4R ag barr	ABCB6 inh 2	HTR2A ag	Granule exo inh	H9c2 protect	N-glyco inh	PDI turbidity	CaV13 ICDI inh	MC4R antagonist	ABHD5-PLIN5 inh
O=C1c2[nH]nc(-c3ccccc3O)c2C(c2ccccc2)N1Cc1ccco1 (stereo unspecified)	9.2*	93.0	4.9	-1.1	4.3	-3.5	-1.1	.	-4.9	-1.0
COc1ccc(/C=N/Nc2nnc(Cc3ccc(OC)c(OC)c3)c(=O)[nH]2)cc1	-1.6	97.0	-7.0	-0.9	-9.0	0.9	-0.6	-22.7	-4.3	3.1
Cn1nc(C(=O)OCC(=O)Nc2ccc(S(N)(=O)=O)cc2)c2ccccc2c1=O	0.4	96.0	-1.1	-0.3	1.7	0.9	-3.4	-2.3	10.1	1.2
CN(CC(=O)Nc1ccc(F)c(F)c1F)C(=O)C1=COCCO1	-1.6	97.0	-2.3	1.3	2.3	0.8	2.5	.	8.1	-6.7
CC(OC(=O)CCN=C1NS(=O)(=O)c2ccccc21)C(=O)N(C)C1CCCCC1 (stereo unspecified)	-0.2	103.0	7.7	-3.4	0.3	2.0	-1.3	-5.5	11.6	12.8

# Bioassay records as filed in PubChem BioAssay.
